Source: PubChem
RORa activator – RORA (human) activation | activation, % at 10 µM | P35398 | hit rate 1.5% among 65,000 | CHO-K1 Gal4-RORA LBD luciferase reporter, luminescence; percent increase over mock-subtracted basal signal;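 active = activation above the mean of all tested compounds plus 3 SD, cut at about 49% in these data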;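 note: 0% = DMSO-treated RORA cells and 100% = added signal equal to DMSO minus mock-transfected cells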
Target sequence (P35398 whole entry, looked up, the tested form may be a part): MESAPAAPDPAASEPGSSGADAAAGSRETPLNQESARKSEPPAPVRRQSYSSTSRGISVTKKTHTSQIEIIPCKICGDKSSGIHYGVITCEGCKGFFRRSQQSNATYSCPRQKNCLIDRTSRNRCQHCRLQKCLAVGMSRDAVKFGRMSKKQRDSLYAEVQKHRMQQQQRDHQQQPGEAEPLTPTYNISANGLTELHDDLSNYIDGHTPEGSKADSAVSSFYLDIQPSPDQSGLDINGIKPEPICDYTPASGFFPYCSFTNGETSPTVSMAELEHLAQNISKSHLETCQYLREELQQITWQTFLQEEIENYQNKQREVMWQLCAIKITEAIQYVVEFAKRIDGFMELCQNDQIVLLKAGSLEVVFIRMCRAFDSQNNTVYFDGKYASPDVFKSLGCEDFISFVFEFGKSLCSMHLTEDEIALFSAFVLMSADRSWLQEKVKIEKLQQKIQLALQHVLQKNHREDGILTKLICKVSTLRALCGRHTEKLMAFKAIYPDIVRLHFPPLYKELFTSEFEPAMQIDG
tolC growth inh – growth inhibitors of E. coli BW25113 tolC mutant. OD615. growth inhibition, % at 10 µM (by protocol). hit rate 2.2% among 65,000;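 active = growth inhibition at or above a cutoff equal to the mean over every tested compound plus 3 SD, cut at about 60% in these data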;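 note: growth measured after 20 h incubation at 37 °C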
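Test system: tolC-deleted E. coli BW25113; medium: LB with kanamycin 50 µg/mL; compound: single-point testing at 10 µM; incubation: 20 h compound exposure of bacteria at 37 °C; signal: OD at 615 nm; evaluation: growth inhibition in percent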
Autofluor 339 – intrinsic fluorescence of library compounds, ex339/em460 – biochemical, MLSMR library, data from DPM-DC assay, artefact control, profiling panel. compound autofluorescence, ex339/em460 nm, NADH buffer; stronger effect = higher value; 1 = no-compound wells, NADH background. fluorescence fold increase at 10 µM. hit rate 5.5% among 65,000;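 active = at 10 µM, mean starting fluorescence two-fold or more over control wells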;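 note: signal is the first read of a kinetic run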
E coli RNAP – Escherichia coli RNA polymerase inhibition; inhibition, %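 (tested at 10 µM)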; P0A8V2; hit rate 0.2% among 62,000; AID 559; E. coli RNA polymerase, fluorescence transcription assay; in the data active = inhibition above about 20%;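 note: 0% = enzyme without compound and 100% = no enzyme blank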
TNAP act mid DEA – activates human TNAP at intermediate phosphate acceptor concentration | P05186 | purified TNAP, CDP-star luminescence, 100 mM DEA, 30 min; stronger effect = higher value; scale: 0 levamisole-inhibited, 1 vehicle-only enzyme | activation factor at 20 µM | 64,000 tested, under 10 active;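 active = activation factor of at least 2 at 20 µM, relative to controls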
SF1 activator – SF-1 (human) activation; Q13285; CHO-K1 Gal4-SF-1 LBD luciferase reporter; % increase over DMSO SF-1-specific signal; activation, % at 10 µM; hit rate 1.9% among 65,000; AID 522;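 active = activation above the mean activation of all tested compounds plus 3 SD, cut at about 50% in these data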
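Compound – one dose, 10 µM compound, 1% DMSO · Test system – transient Gal4-SF-1 LBD reporter, CHO-K1 · Input – 4,000 cells in each well · Read-out basis – percent activation relative to DMSO median and mock-transfected background · Replicates – single measurement per compound · Technique – steady-glow luciferase luminescence, read after 15 min reagent incubation · Timing – 20 h compound treatment, 37 °C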
NADH enzymes – inhibitors of enzymes used to reach an NAD/NADH endpoint | coupled PK/LDH NADH assays, four targets | IC50, µM (doses to about 10 µM), for the others: at the top dose inhibition | hit rate 0.02% among 65,000 | AID 774;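 active = single-dose screening hits from any of four coupled enzyme assays that gave an IC50 when retested across doses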;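 note: the DPM-DC format reads NADH fluorescence rather than 340 nm absorbance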
M1 ag – activates the M1 muscarinic receptor; CHO-M1 cells, Fluo-4 calcium fluorescence, agonist mode; stronger effect = higher value; B-score at 10 µM; hit rate 3% among 64,000; AID 626;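 active = fluorescence rise, raw or as B-score row- and column-corrected plate score, outside the 99.7% band of its plate's samples, either direction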
M1 antagonist – blocks the rat M1 muscarinic receptor response to acetylcholine. hit rate 3.4% among 64,000. CHO-M1 cells, Fluo-4 calcium, ACh EC80 antagonist mode; stronger effect = lower value. P08482. AID 628. B-score at 10 µM;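 active = calcium fluorescence response, raw or row-and-column corrected B-score, differing from the plate sample mean either way at a set confidence level, mostly lower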
Target sequence (P08482 whole entry, looked up): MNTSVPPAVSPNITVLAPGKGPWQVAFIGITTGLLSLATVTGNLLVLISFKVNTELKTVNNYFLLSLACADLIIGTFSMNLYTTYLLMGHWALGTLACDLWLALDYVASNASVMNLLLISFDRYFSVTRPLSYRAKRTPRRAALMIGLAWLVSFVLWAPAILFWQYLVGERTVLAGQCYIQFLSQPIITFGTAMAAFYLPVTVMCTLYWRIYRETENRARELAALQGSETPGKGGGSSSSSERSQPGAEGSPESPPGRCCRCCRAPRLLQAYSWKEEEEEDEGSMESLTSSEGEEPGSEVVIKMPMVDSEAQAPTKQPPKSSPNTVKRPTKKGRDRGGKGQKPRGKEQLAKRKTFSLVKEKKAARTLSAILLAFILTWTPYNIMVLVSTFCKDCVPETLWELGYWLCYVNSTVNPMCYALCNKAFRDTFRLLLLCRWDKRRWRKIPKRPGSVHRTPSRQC
* hit, by the source's call; · = no result given; [ ] = another dose, or the depositor's remark.

SMILES | RORa activator | tolC growth inh | Autofluor 339 | E coli RNAP | TNAP act mid DEA | SF1 activator | NADH enzymes | M1 ag | M1 antagonist
COc1cc(NC(=O)C2CCN(S(=O)(=O)c3ccc(Cl)cc3)CC2)ccc1-n1cnnn1 | 2 | 36 | 1.1 | 7 | 0.9 | -10 | 6% | 0.45 | -0.0067
O=C(O)CCc1ccc(-c2ccccc2)n1-c1cccc(O)c1 | 13 | 9 | 1.2 | · | · | -8 | 4% | -0.16 | 0.63
O=C(NCC1CCCCC1)c1ccco1 | 1 | 0 | 1.1 | 7 | 0.9 | 15 | 2% | -0.19 | -0.45
CCc1c(C)nc2ncnn2c1N1CCCC(C(=O)NCCc2ccccc2)C1 (stereo not drawn) | 8 | -8 | 1 | 10 | 0.9 | 18 | 2% | -0.11 | -0.41
Cn1c(N)c(S(=O)(=O)c2ccc(Br)cc2)c2nc3ccccc3nc21 | -16 | -1 | 3.8* | -2 | 0.9 | -22 | 5%[fluoresces] | 2.6 | 0.21
N#Cc1c(NC(=O)CCC(=O)O)sc2c1CCCC2 | 5 | 1 | 1.1 | 7 | 0.8 | -4 | 4% | 0.084 | 0.11
O=S(=O)(c1ccccc1)c1nc(-c2ccccc2)oc1NCc1cccnc1 | 4 | 0 | 1.1 | 1 | 0.8 | -12 | 4% | -0.41 | -0.0066
COc1ccc(OC)c(C(=O)CSc2nc3c(c(=O)n(C)c(=O)n3C)n2C(C)C)c1 | 8 | -7 | 1.1 | 8 | 1 | -9 | 6% | -1.5 | 0.069
COc1ccc(-c2nc(=S)[nH][nH]2)cc1 | 5 | 0 | 1 | 5 | 0.8 | 13 | 16% | 0.19 | 0.13
COc1ccc2[nH]c(=O)c(CN(CCCN(C)C)C(=O)Nc3ccc(F)cc3)cc2c1 | -26 | -3 | 2.7* | 6 | 0.9 | 3 | 6% | 0.016 | -0.76
O=C(Nc1ccc(NC(=O)C2CC2)nc1)c1cccnc1 | 3 | -22 | 1.1 | 4 | 0.9 | 16 | 5% | 0.14 | -0.57
O=C(Nc1ccc2c(c1)OCO2)C(c1ccc(Cl)cc1)N1CCC2(CC1)OCCO2 (stereo not drawn) | -11 | 55 | 1 | 4 | 0.9 | -7 | 4% | 0.25 | -0.064
Cc1n[nH]c(C)c1S(=O)(=O)N1CCN(C(=O)c2ccco2)CC1 | -25 | -17 | 1.1 | 0 | 0.7 | -4 | 5% | -0.33 | 0.34
CCS(=O)(=O)NCCc1cc2cc(C)c(C)cc2[nH]c1=O | 17 | -34 | 1.8 | 2 | 0.9 | 2 | 6% | -0.043 | 0.8
CCn1cnc2cc(NCc3ccncc3)ccc21 | -10 | -8 | 1.1 | 15 | 0.9 | 8 | 6% | 0.55 | -1.5
CCc1nc2ccccc2c(C(=O)OCC(=O)Nc2ccc(S(=O)(=O)N3CCOCC3)cc2)c1C | 6 | 30 | 1 | 3 | 1 | 15 | 3% | 1.1 | 0.23
O=C(Nc1ccccc1N1CCN(C(=O)c2ccc(Cl)cc2)CC1)c1cc2ccccc2o1 | 19 | 20 | 1.2 | -15 | 0.9 | 1 | 2% | 4.6* | 2.8*
CCOc1ccc(C2CC(c3ccccc3C)n3nc(N)nc3N2)cc1 (stereo not drawn) | 3 | 5 | 0.98 | -3 | 0.9 | 5 | 2% | -0.91 | 0.33
Cc1cccc(-c2cc3nc4c(c(N5CCOCC5)n3n2)CCCC4)c1 | 35 | 85* | 1.3 | 2 | 0.9 | 47 | 2% | 0.53 | -0.83
CC1(C)Cc2nc(NCCN3CCOCC3)c(C#N)cc2CO1 | -4 | 10 | 1.1 | 7 | 0.9 | 6 | 3% | -0.007 | 0.23
Cc1ccc(CNC(=O)c2oc3ccc(S(=O)(=O)N4CCC5(CC4)OCCO5)cc3c2C)cc1 | 9 | 29 | 0.86 | 1 | 0.9 | 6 | 6% | 1.9 | -1.8
CC(NC(=O)Nc1ccc(F)cc1F)c1ccncc1 (stereo not drawn) | -11 | -11 | 1.1 | 7 | 0.9 | -2 | 5% | -1.3 | 0.93
CC(=O)C1=C(C)NC(SCC(=O)c2ccccc2)=C(C#N)C1CC(C)C (stereo not drawn) | 27 | -4 | 1.1 | 2 | 0.8 | -7 | 9% | -0.15 | -0.024
CCNC(=O)C1CN(S(=O)(=O)c2ccccc2)CCN1S(=O)(=O)c1ccccc1 (stereo not drawn) | -19 | -5 | 1 | 13 | 0.9 | -1 | 8% | 0.84 | 0.37
CCC1CCc2c(sc(NC(=O)c3ccoc3C)c2C(N)=O)C1 (stereo not drawn) | 12 | 12 | 2.1* | 5 | 0.9 | 33 | 0%[fluoresces] | -1.1 | 0.066
CCOC(=O)N1CCN(C(=O)Cn2nc(-c3ccc(Cl)cc3)ccc2=O)CC1 | 2 | 2 | 1.1 | -2 | 1.1 | -8 | 8% | -0.036 | -0.043
O=C(c1ccc(COc2ccc(Cl)cc2)o1)N1CCN(Cc2ccc3c(c2)OCO3)CC1 | 4 | 96* | 1.1 | 3 | 0.9 | -15 | 3% | -0.38 | -0.12
CCOc1ccc(CCNC(=O)CCc2nc(-c3ccc(OC)cc3)no2)cc1OCC | -8 | 0 | 1.1 | -7 | 1 | -5 | 1% | -0.51 | -0.7
CCc1nnc(NC(=O)CN2CCOCC2)s1 | -5 | -17 | 1.1 | 5 | 1 | -8 | 3% | -0.26 | -0.072
COC(=O)c1ccccc1NC(=O)c1ccccc1SC | -1 | 33 | 1 | -7 | 0.9 | -2 | 6% | · | ·
CC(=O)c1cccc(NC(=O)c2ccc(N(C)S(C)(=O)=O)cc2)c1 | -7 | -5 | 1.1 | -1 | 0.9 | 12 | 6% | 1.3 | -1.3
OCCN(Cc1ccccc1)Cc1ccc(F)c(F)c1 | -11 | -6 | 1.1 | 5 | 0.9 | -10 | 15% | -0.096 | 0.21
COc1ccc(N(C(=O)c2ccccc2OC)C2C=CS(=O)(=O)C2)c(OC)c1 (stereo not drawn) | 1 | -20 | 1.1 | 7 | 0.9 | 3 | 8% | -0.44 | 0.57
Cc1nnc2n1NC(c1ccc(Cl)cc1)C(C(=O)N1CCC(C)CC1)S2 (stereo not drawn) | 12 | -4 | 1 | 11 | 1 | 12 | 6% | -0.5 | 0.36
Cc1ccc(C(=O)NC2CCCc3ccccc32)o1 (stereo not drawn) | -7 | -25 | 1.1 | 3 | 1 | 10 | 3% | 0.33 | 0.062
N=C1C(c2nc3ccccc3s2)=C(O)CN1Cc1ccco1 | 36 | 7 | 1.4 | 12 | 1 | 52* | 5% | -0.25 | -0.38
CCOC(=O)N1CCN(C(=O)c2ccc(-n3c(=S)[nH]c4ccccc4c3=O)cc2)CC1 | -4 | -7 | 1.1 | · | · | 24 | 5% | 0.98 | 0
Cc1ccc2[nH]c(=O)c(CN(Cc3ccco3)C(=O)c3ccncc3)cc2c1 | 23 | -4 | 1.6 | 4 | 0.9 | 26 | 3% | 0.17 | 0.045
COc1ccc(CCNC(=O)c2ccc3c(=O)n(Cc4ccco4)c(=S)[nH]c3c2)cc1OC | -15 | 0 | 1.1 | 5 | 0.9 | 15 | 4% | 0.074 | 0.21
O=S(=O)(NCc1ccncc1)c1ccc(S(=O)(=O)NCC2CCCO2)cc1 (stereo not drawn) | -18 | -22 | 1.1 | 7 | 0.9 | -12 | 1% | 0.33 | 0.13

Results in Autofluor 339, RORa activator and TNAP act mid DEA (2 entries from above):
molecule	Autofluor 339	RORa activator	TNAP act mid DEA
CCOC(=O)N1CCN(C(=O)Cn2nc(-c3ccc(Cl)cc3)ccc2=O)CC1	1.1	2	1.1
COc1ccc(CCNC(=O)c2ccc3c(=O)n(Cc4ccco4)c(=S)[nH]c3c2)cc1OC	1.1	-15	0.9

Continuation.
SMILES | RORa activator | tolC growth inh | Autofluor 339 | E coli RNAP | TNAP act mid DEA | SF1 activator | NADH enzymes | M1 ag | M1 antagonist
CCCn1nc(NC(=O)c2ccco2)c2cc3ccc(C)cc3nc21 | -10 | 2 | 3.9* | 3 | 1 | 13 | 4%[fluoresces] | -0.36 | -0.38
Cc1noc(C)c1CSc1nnc2c(C)cc3ccccc3n12 | 2 | -3 | 1 | 0 | 0.9 | -6 | 4% | 1.7* | -0.46
COc1ccc(OC)c(NS(=O)(=O)c2cccs2)c1 | 6 | -26 | 1.1 | -5 | 1 | -4 | 3% | 0.32 | -1.5
O=C(Cc1c(C(=O)O)[nH]c2ccccc12)NC1CCN(Cc2ccccc2)CC1 | 0 | 8 | 1.1 | 4 | 0.9 | 4 | 7% | 0.41 | -0.38
CCOc1ccc(NC(=O)CSc2nc3cccnc3n2CC)cc1 | 0 | 16 | 1 | 10 | 0.8 | -10 | 5% | -0.22 | 1
O=C1CC(N2CCN(Cc3ccc4c(c3)OCO4)CC2)C(=O)N1c1ccccc1 (stereo not drawn) | -2 | -2 | 1.2 | 9 | 0.9 | -10 | 5% | -0.17 | -0.72
Cc1c(Br)cc(C(=O)N2CCN(CCO)CC2)c(C)c1C | -14 | -7 | 1.1 | 6 | 1 | 3 | 9% | -0.55 | 0.63
O=C(CSc1nc2ccccc2n1CC(=O)N1CCCC1)N1CCN(C(=O)c2ccco2)CC1 | -13 | -17 | 1.1 | 6 | 0.9 | 1 | 7% | 0.34 | -0.38
O=S(=O)(Nc1nc2ccccc2nc1NCc1ccco1)c1cccs1 | -9 | 81* | 1.1 | 6 | 1 | -12 | 7% | 0.22 | 0.36
Cc1nnc(SCC(=O)N2CCOCC2)s1 | 4 | -29 | 1.1 | 1 | 1 | 5 | 6% | · | ·
COC(=O)C1=C(C)C(c2cccs2)NC(=O)N1C (stereo not drawn) | -24 | -8 | 1 | 11 | 0.9 | -14 | 2% | 0.074 | -0.63
O=C(CCS(=O)(=O)c1cccc2nonc12)NCCc1ccccc1Cl | 37 | 5 | 1.1 | 3 | 0.9 | -4 | 4% | · | ·
COc1cccc(C(=O)Oc2cc(N)n(S(=O)(=O)c3ccc(C)cc3)n2)c1OC | -16 | -20 | 1.1 | 6 | 0.9 | 3 | 4% | -0.43 | -0.21
Cc1ccc(/C(O)=C2/C(=O)C(=O)N(Cc3cccnc3)C2c2ccccn2)cc1 (stereo not drawn) | -4 | -16 | 1.1 | 10 | 0.9 | 3 | 12% | -0.019 | -0.77
O=C(Nc1ccc2nccnc2c1)c1cnccn1 | 17 | -12 | 1.2 | 0 | 1 | 8 | 1% | -0.27 | 1
CC(=O)c1c(N2CCOCC2)nc(=S)n(Cc2ccccc2)c1C | 19 | -17 | 1 | -7 | 1 | -5 | 7% | -0.25 | -0.42
c1cc(-c2nc3cc(Oc4ccc5oc(-c6ccncc6)nc5c4)ccc3o2)ccn1 | -4 | -7 | 2.6* | -5 | 1.1 | 2 | 4% | 1.9 | 0.22
Cc1ccccc1C(=O)Nc1cccc(-c2nnc(SCC(=O)O)n2C)c1 | 0 | -16 | 1.1 | 12 | 0.9 | 12 | 5% | -0.28 | -0.1
c1ccc(Cn2nnnc2CN2CCN(Cc3ccc4c(c3)OCO4)CC2)cc1 | -11 | -2 | 1.1 | · | 0.9 | -1 | 4% | -0.15 | 0.064
Cc1c(C)c2cc(Cl)c(O)c(CN3CCCC(C)C3)c2oc1=O (stereo not drawn) | -31 | 9 | 2.4* | -152 | 1 | 26 | 4%[fluoresces] | -0.56 | 0.12
O=C(OCc1c(F)cccc1Cl)c1cnccn1 | -1 | 9 | 1.1 | 2 | 0.9 | 9 | 9% | 0.11 | 0.86
